# Assay outcomes from PubChem BioAssay.
# AmpC inh no detg: inhibitors of E. coli AmpC beta-lactamase without detergent | P00811 | AmpC nitrocefin hydrolysis, absorbance 480 nm, 0.0001% Triton | Potency, µM (highest dose often 57.1 µM), without a hit: at the top dose activity change, negative = inhibition, most hits filed as inhibitors | 330,000 compounds, 0.52% hits | AID 485341;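 note: potency is the fitted concentration of half-maximal effect; plate controls were no compound for no effect and no enzyme for full effect; nearly all actives have a fitted effect of over 20% in size; some results filed as inactive show a strong effect at the top dose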
# Target sequence (P00811 whole entry, looked up): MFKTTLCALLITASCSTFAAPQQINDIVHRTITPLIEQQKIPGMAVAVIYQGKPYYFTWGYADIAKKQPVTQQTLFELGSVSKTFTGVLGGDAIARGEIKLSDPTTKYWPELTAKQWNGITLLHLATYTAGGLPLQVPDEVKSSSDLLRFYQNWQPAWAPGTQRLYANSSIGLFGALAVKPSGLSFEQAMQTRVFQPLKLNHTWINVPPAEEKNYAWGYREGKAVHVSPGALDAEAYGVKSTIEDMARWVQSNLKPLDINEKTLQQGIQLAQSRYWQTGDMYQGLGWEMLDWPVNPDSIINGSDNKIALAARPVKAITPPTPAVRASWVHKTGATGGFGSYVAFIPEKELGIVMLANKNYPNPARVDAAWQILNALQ
#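 AmpC (5.3 nM in the dispensed reagent) in 20 mM phosphate pH 7.0 with 0.01% (detergent screen) or 0.0001% Triton X-100 was preincubated with compounds for 15 min at room temperature. Nitrocefin was then added from an 800 uM solution, and hydrolysis was followed at 480 nm.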
# Shiga toxin inh: blocks Shiga toxin action in Vero cells. Vero cells, Shiga toxin protein synthesis inhibition reporter. inhibition, % at 38.7 µM. 290,000 compounds, 9.2% hits. AID 2315; in the data active = inhibition mostly above about 28%, no sharp cut-off; inactive = mostly below about 43%; note: 0% is about no effect
# CHX counter: affects cycloheximide protein synthesis inhibition readout, counter-screen | cell reporter, cycloheximide protein synthesis inhibition counterscreen | max response, % | 300,000 compounds, 12% hits; in the data active = max response mostly above about 13%, no sharp cut-off; inactive = mostly below about 14%; note: read at 38.3 µM for the half of the compounds with a filed dose; 0% is about no effect
# Pf growth 48h: inhibits P. falciparum growth in the first generation, 48 h; Potency, µM (highest dose often 28.7 µM), for the others: top-dose activity change, negative = inhibition, actives largely listed as inhibitors; 310,000 compounds, 5.9% hits; P. falciparum luciferase growth in erythrocytes, 48 h; note: potency is the fitted concentration of half-maximal effect; % is set by controls: 0 for no effect and ±100 for the full control effect
#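 Luciferase-expressing P. falciparum in infected erythrocytes (2% hematocrit, 0.1% parasitemia final) in RPMI 1640/0.5% Albumax were exposed to compound for 48 hours at 37 C, 5% CO2; growth read as luminescence.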
# Pf growth 96h: inhibits malaria parasite growth, 96 h. Potency, µM (highest dose often 28.7 µM), without a hit: top-dose activity change, negative = inhibition, most hits filed as inhibitors. P. falciparum luciferase reporter growth, 96 h. AID 504834. 320,000 compounds, 6.9% hits; note: potency is the fitted concentration of half-maximal effect; % is set by controls: 0 for no effect and ±100 for the full control effect
#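 Erythrocytes infected with luciferase-expressing P. falciparum were dispensed at 2% hematocrit and 0.05% parasitemia (final), then incubated with compounds 96 hours at 37 C in 5% CO2. Luminescence after detection reagent addition reported growth.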
# TbPYK inhibitor: T. brucei pyruvate kinase inhibition | 410,000 compounds, 0.12% hits | TbPYK enzyme, Kinase-Glo Plus ATP luminescence, 45 min | AID 624173 | Q57TT1 | Potency, µM (top dose mostly 76.8 µM), inactives show top-dose activity, negative = inhibition, actives largely listed as inhibitors; note: potency is the fitted concentration of half-maximal effect; % is set by controls: 0 for no effect and ±100 for the full control effect; nearly all actives have a fitted effect of over 50% in size
#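 Quantitative HTS: titrated library compounds versus trypanosomal pyruvate kinase in TEA buffer (pH 7.2) containing KCl, MgCl2, BSA and Tween-20. Reactions were initiated with ADP, 130 uM final. Kinase-Glo Plus luminescence was read after 45 min at RT.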
# LmPK inh: inhibitors of Leishmania mexicana pyruvate kinase; Q27686; purified LmPK, Kinase-Glo ATP luminescence, 1 h; Potency, µM (titrated, usually from 57.5 µM), inactives show at the highest dose activity change, negative = inhibition, actives largely listed as inhibitors; 290,000 compounds, 0.37% hits; note: potency is the fitted concentration of half-maximal effect; % is set by controls: 0 for no effect and ±100 for the full control effect
# Target sequence (Q27686 whole entry, looked up): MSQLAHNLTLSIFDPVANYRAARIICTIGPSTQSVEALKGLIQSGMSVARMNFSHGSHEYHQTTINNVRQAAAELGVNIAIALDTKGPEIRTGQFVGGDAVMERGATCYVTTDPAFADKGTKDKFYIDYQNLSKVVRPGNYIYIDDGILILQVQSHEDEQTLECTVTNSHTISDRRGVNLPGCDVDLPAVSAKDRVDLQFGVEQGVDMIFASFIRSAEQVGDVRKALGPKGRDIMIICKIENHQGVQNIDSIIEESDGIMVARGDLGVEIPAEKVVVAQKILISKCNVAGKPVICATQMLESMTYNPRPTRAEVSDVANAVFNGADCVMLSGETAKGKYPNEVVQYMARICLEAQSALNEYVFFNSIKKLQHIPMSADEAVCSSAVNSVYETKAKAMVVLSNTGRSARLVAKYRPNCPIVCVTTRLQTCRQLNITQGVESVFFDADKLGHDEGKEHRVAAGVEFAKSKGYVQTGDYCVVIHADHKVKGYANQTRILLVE
#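 Purified LmPK (0.1 nM) converted ADP (0.1 mM) to ATP with PEP (0.5 mM) in imidazole buffer pH 7.2 with KCl and MgCl2, 1 h at room temperature. ATP was read by Kinase-Glo luminescence; data normalized to uninhibited and no-enzyme controls.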
# * marks the source's active call; other numbers are inactive results; ? = inconclusive; · = not tested or not shown; [ ] = remark or other dose. Unless noted, calls come from the whole dose curve; as a rule, active = well fitted curve in the direction sought with a large enough effect; inconclusive = small, poorly fitted or top-dose-only effect, or another doubt; inactive = no such curve, though single readings can be large; an effect the other way counts as inactive or inconclusive.
nr	smiles	AmpC inh no detg	Shiga toxin inh	CHX counter	Pf growth 48h
1	CN(C)/C=C/C(=O)c1ccc(F)cc1	-34%	99	21*	-4%
2	COc1ccccc1C(=O)C1CCCN(C(=O)CCC(=O)c2ccccc2)C1 (stereo not drawn)	38%	22	12*	4%
3	CCC(C(=O)NC(N)=O)c1ccccc1 (stereo not drawn)	·	·	·	3%
4	Cc1nc(C)c(-c2csc(Nc3ncccc3C)n2)s1	31%	56*	43*	166%[activator]
5	CCc1ccc(-c2nc(SCC(=O)NC3CCS(=O)(=O)C3)n[nH]2)cc1 (stereo not drawn)	-8%	·	·	40%[activator]
6	CN(C1CCS(=O)(=O)C1)S(=O)(=O)c1ccc(C2CCCCC2)cc1 (stereo not drawn)	-3%	-4	-2	-8%
7	CC(Oc1ccc(-c2nccc(-c3ccccn3)n2)cc1)C(=O)NN (stereo not drawn)	8%	18	3	1%
8	CCOc1ccc(N(CC(=O)NCc2ccccc2OC)S(C)(=O)=O)cc1	29%	92*	43*	41%[activator]

nr	Pf growth 96h	TbPYK inhibitor	LmPK inh
1	93%[activator]	-1%	-2%
2	?	8%	2%
3	4%	7%	·
4	-14%	1%	-3%
5	73%[activator]	-3%	·
6	6%[5.75 µM]	1%	-8%
7	-11%	3%	2%
8	·	-7%	3%

nr	smiles	AmpC inh no detg	Shiga toxin inh	CHX counter	Pf growth 48h
9	O=C(c1ccc2c(c1)OCO2)C1CCCN(C(=O)C2CCOCC2)C1 (stereo not drawn)	-10%	16	8	13%
10	CCOc1ccc(S(=O)(=O)N2CCN(C(=O)CCC(=O)N3CCOCC3)CC2)cc1	27%	·	·	-15%
11	O=C(Nn1cnnc1)C(Sc1ccccc1)c1ccccc1 (stereo not drawn)	-14%	-10	8	18%
12	N#CC1c2ccccc2C=CN1C(=O)c1ccccc1 (stereo not drawn)	-24%	27	5	31%
13	Cn1cc(-c2nnnn2-c2cccc(C(F)(F)F)c2)c(C(F)(F)F)n1	52%	16	-3	?
14	CC(C)COc1ccc(C2NC(=O)NC2=O)cc1 (stereo not drawn)	-16%	10	9	26%
15	CC(=O)Nc1ccc(NC(=O)CSc2nnc(-c3cc4ccccc4o3)n2C)cc1	2%	-6	-4	22%
16	CC(=O)c1ccc(OCc2cc(C(=O)N3CCC[C@H]3CO)no2)cc1	-7%	17	11	-12%

nr	Pf growth 96h	TbPYK inhibitor	LmPK inh
9	12%	-1%	-1%
10	?	-1%	·
11	-26%	28%	1%
12	-3%	2%	10%
13	-31%	4%	23%
14	-26%	0%	3%
15	24%	-2%	2%
16	?	10%	-5%

nr	smiles	AmpC inh no detg	Shiga toxin inh	CHX counter	Pf growth 48h
17	COc1ccc(N2CCN(C(=O)c3ccc4c(c3)[nH]c(=S)n3c5ccccc5nc43)CC2)cc1	-26%	17	-1	-12%
18	CC1CCN(C(C(=O)O)c2ccccc2)CC1 (stereo not drawn)	0%	-16	7	-12%
19	O=C(O)c1ccc(NC(=O)c2ccccc2NC(=O)c2cccc(Br)c2)cc1	-12%	·	-2	0%
20	COc1ccc(CN2CCC(n3nccc3NC(=O)CCc3ccccc3)CC2)c(C)c1C	139%[activator]	7	-2	?
21	Cc1csc(NC(=O)c2ccoc2C)n1	-20%	64*	49*	86%[activator]
22	CC(C)CC(=O)Nc1ccc(C(=O)COC(=O)CN2C(=O)NC3(CCCCC3C)C2=O)cc1 (stereo not drawn)	-9%	·	·	?
23	CCCc1n[nH]c2c1/C(=N/O)CC(c1ccccc1)C2 (stereo not drawn)	-15%	19	12	?
24	CC(=O)N/C(=N\c1nc(C)cc(C)n1)Nc1ccc(Cl)cc1Cl	0%	-8	-4	15%

nr	Pf growth 96h	TbPYK inhibitor	LmPK inh
17	13%	·	-2%
18	?	2%	5%
19	53%[activator]	-6%	-1%
20	?	7%	-5%
21	8%	?	16µM*
22	13%	-1%	·
23	?	-2%	2%
24	?	1%	6%

# The list goes on, starting with the last two of the part before.
nr	smiles	AmpC inh no detg	Shiga toxin inh	CHX counter	Pf growth 48h
23	CCCc1n[nH]c2c1/C(=N/O)CC(c1ccccc1)C2 (stereo not drawn)	-15%	19	12	?
24	CC(=O)N/C(=N\c1nc(C)cc(C)n1)Nc1ccc(Cl)cc1Cl	0%	-8	-4	15%
25	CSCCC(NC(=O)c1ccc(Cl)cc1)C(=O)OCC(=O)Nc1cc(Cl)ccc1C#N (stereo not drawn)	-23%	10	-3	-19%
26	CCOc1ccc(NC(=O)CSc2nc(=O)n(Cc3cccnc3)c3c2CCC3)cc1	58%	·	·	?
27	CCC(C)(C)C1CCC2(CC1)NC(=O)N(CC(=O)N(C)Cc1ccc(OC(F)F)cc1)C2=O (stereo not drawn)	34%	·	·	?
28	Cc1ccc(NC(=O)CCSc2nnc(-c3ccco3)o2)cc1	-1%	4	1	-18%
29	O=C(COC(=O)c1ncc(Cl)c(Cl)c1Cl)NCCc1ccccc1	14%	·	·	3%
30	CCCNC(=O)COc1ccc(S(=O)(=O)Nc2ccc(C)cc2)cc1	1%	-4	5	?
31	O=C(NCC1CCCO1)C(=O)N/N=C/c1cc(Cl)ccc1O (stereo not drawn)	55%	1	-2	?
32	Cc1ccc(S(=O)(=O)Nc2ccc(S(=O)(=O)Nc3nccs3)cc2)c([N+](=O)[O-])c1	-47%	-3	-1	4%

nr	Pf growth 96h	TbPYK inhibitor	LmPK inh
23	?	-2%	2%
24	?	1%	6%
25	-1%	-2%	-1%
26	?	0%	·
27	?	6%	·
28	?	8%	-1%
29	18%	-2%	·
30	·	0%	8%
31	-8%	-4%	-1%
32	2.9µM*	8%	0%

nr	smiles	AmpC inh no detg	Shiga toxin inh	CHX counter	Pf growth 48h
33	Cc1cccc(Oc2ccc(NC(=O)C3CC=CCC3C(=O)O)cc2)c1 (stereo not drawn)	-20%	20	0	-4%
34	COc1cccc(-c2nn(-c3ccccc3)cc2CN(C)Cc2c(C)nc3ccccn23)c1	138%[activator]	14	-3	?
35	O=C(NCc1c(Cl)cccc1Oc1ccccc1)c1ccccc1	-29%	-1	-4	-27%
36	Cc1ccc(C)c(NC(=O)CN(C)S(=O)(=O)c2ccccc2)c1	-3%	-9	-3	-7%
37	CCn1cc(Cl)c(C(=O)NNC(=O)CCn2cc([N+](=O)[O-])cn2)n1	-16%	-3	-1	3%
38	CC(=O)c1cnc2nc(SCc3ccccc3C)nn2c1C	33%	21	18*	58%[activator]
39	COc1ccc(C)cc1S(=O)(=O)NCCN1CCOCC1	-6%	-4	-7	2%[0.00184 µM]
40	N/C(=N\OC(=O)c1ccco1)c1ccccn1	-9%	95*	44*	108%[activator]

nr	Pf growth 96h	TbPYK inhibitor	LmPK inh
33	?	1%	-1%
34	29%	-4%	10%
35	?	3%	6%
36	-5%	2%	-7%
37	0%	30%	-2%
38	8%	2%	-1%
39	?	5%	0%
40	?	?	13µM*

# Down the list, from the results shown:
# TbPYK inhibitor for nos. 33 to 40: 1%, -4%, 3%, 2%, 30%, 2%, 5%, ?
# LmPK inh for nos. 33 to 40: -1%, 10%, 6%, -7%, -2%, -1%, 0%, 13µM*
# Shiga toxin inh for nos. 33 to 40: 20, 14, -1, -9, -3, 21, -4, 95*

# Carrying on.
nr	smiles	AmpC inh no detg	Shiga toxin inh	CHX counter	Pf growth 48h
41	CCc1ccccc1NC(=O)CSc1nc(-c2ccccc2)nn1C(=O)c1cccc([N+](=O)[O-])c1	-46%	-19	7	4%
42	O=C(CNCc1ccc(Cl)cc1)Nc1ccc2c(c1)OCCO2	-9%	28	20	-9%
43	CCOC(=O)N1CCC(NC(=O)c2cc(C(=O)NC3CCCC3)ccc2CO)CC1	0.71µM*	-3	-1	6%
44	Cc1cc(C)nc(/N=C(\NC(=O)C(C)(C)C)Nc2ccc(F)cc2)n1	-12%	19	14	-22%
45	O=[N+]([O-])c1ccccc1S(=O)(=O)Nc1cccc(-c2ccc3nncn3n2)c1	-27%	·	·	9%
46	COc1cc(NC(=O)C2=C(N3CCOCC3)/C(=C/c3ccc(Cl)cc3)CC2)cc(OC)c1OC	-16%	-4	0	-10%
47	CC(=O)c1c(C)[nH]c(C(=O)CN2CCN(S(=O)(=O)c3ccccc3)CC2)c1C	-10%	·	·	13%
48	c1csc(CN2CCOCC2)c1	-11%	-10	-2	-3%

nr	Pf growth 96h	TbPYK inhibitor	LmPK inh
41	63%[activator]	·	0%
42	32%[activator]	-4%	-4%
43	?	3%	3%
44	9%	-6%	2%
45	-24%	-1%	·
46	1%	1%	-3%
47	16%	3%	·
48	·	-1%	-5%

nr	smiles	AmpC inh no detg	Shiga toxin inh	CHX counter	Pf growth 48h
49	CC(=O)c1sc(NC(=O)COc2ccccc2)nc1C	-32%	57*	15*	·
50	C#CCOCCOCCOCCNc1nc(N2CCN(C(=O)CCCCCCCCCCNC(=O)[C@H](CCCCN)n3cc(CCO)nn3)CC2)nc(N2CCN(C(=O)CCCCCCCCCCNC(=O)[C@@H]([C@H](C)O)n3cc(C)nn3)CC2)n1	286%[activator]	·	·	0.29µM*
51	CN1CCN(C(=O)/C(=C/c2ccc(F)cc2)c2ccsc2)CC1	-8%[11.4 µM]	-12	1	2%
52	CCC1(CC)NC(=O)N(CC(=O)OCC(=O)Nc2ccc(OC(F)(F)F)cc2)C1=O	25%	·	·	16%
53	CCOc1ccc(N2CC(C(=O)Nc3ccccc3N3CCOCC3)CC2=O)cc1 (stereo not drawn)	66%[activator]	25	6	·
54	Fc1ccc2c(Cl)c(-c3nnc(-c4cccs4)o3)sc2c1	-20%	78*	35*	215%[activator]
55	CCSc1cc(Cl)nc(N)n1	-3%	6	-2	2%
56	CC(C)C(c1nnnn1Cc1ccc(F)cc1)N1CCN(c2ccc(O)cc2)CC1 (stereo not drawn)	-2%	12	2	?

nr	Pf growth 96h	TbPYK inhibitor	LmPK inh
49	39%[activator]	5%	-3%
50	?	1%	·
51	5%	-10%	-1%
52	0%	-2%	·
53	-17%	-4%	-9%
54	27%	-4%	1%
55	62%	0%	3%
56	?	?	?

# Results in LmPK inh and Pf growth 48h, for some of the entries so far:
nr | molecule | LmPK inh | Pf growth 48h
55 | CCSc1cc(Cl)nc(N)n1 | 3% | 2%
56 | CC(C)C(c1nnnn1Cc1ccc(F)cc1)N1CCN(c2ccc(O)cc2)CC1 (stereo not drawn) | ? | ?

# Next part:
nr	smiles	AmpC inh no detg	Shiga toxin inh	CHX counter	Pf growth 48h
57	CCOc1ccc(N(CC(=O)Nc2ccc(OC)cc2OC)S(=O)(=O)c2c(C)[nH]c(=O)[nH]c2=O)cc1	-15%	-4	-4	?
58	Cc1ccc(C)c(CN2C(=O)c3ccccc3Sc3ccc(C(=O)NCc4ccc5c(c4)OCO5)cc32)c1	·	-7	-7	·
59	CC(C)c1ccc(N(CC(=O)NC2CCCC2)C(=O)CCC(=O)Nc2ccccn2)cc1	5%	-6	-4	-25%
60	COCCNC(=O)C(c1ccccc1)N(C(=O)Cn1nnc2ccccc21)c1cccnc1 (stereo not drawn)	-8%	18	3	8%

nr	Pf growth 96h	TbPYK inhibitor	LmPK inh
57	33%[activator]	-1%	11%
58	·	-7%	·
59	31%[activator]	-2%	0%
60	30%[activator]	-13%	-2%
